From PubChem BioAssay
Bcl-B Bim block: inhibitors of Bim-Bcl-B binding, primary screen, biochemical, multiplexed, human Bcl-2 family; Bcl-2-like protein 10 (Homo sapiens), Q9HD36; bead-based flow cytometry, Bim peptide-Bcl-B binding; inhibition, % at 10 µM; 190,000 compounds, 0.073% hits;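 note: 0% = tracer peptide without compound and 100% = reference inhibitor peptide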
Bim-Bcl-W: inhibitors of Bim binding to Bcl-W, primary screen, biochemical, multiplexed, bead-based flow cytometry | Bcl-2-like protein 2 (Homo sapiens), Q92843 | Bim peptide-Bcl-W binding | inhibition, % at 10 µM | 190,000 compounds, 0.02% hits;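 note: 0% = bound tracer without compound and 100% = peptide blocker; higher means less fluorescent Bim peptide bound to Bcl-W beads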
Target sequence (Q92843 whole entry, looked up): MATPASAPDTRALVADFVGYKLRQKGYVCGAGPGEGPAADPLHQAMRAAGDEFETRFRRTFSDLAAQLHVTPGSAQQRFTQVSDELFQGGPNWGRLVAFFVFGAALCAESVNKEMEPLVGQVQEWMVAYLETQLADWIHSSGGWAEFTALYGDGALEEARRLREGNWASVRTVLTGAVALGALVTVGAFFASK
Rab2 wt GTP: modulators of GTP binding to Rab2A wildtype, primary screen, biochemical, dog, bead-based flow cytometry, multiplex; GTP binding activity, % at 10 µM; 190,000 compounds, 0.19% hits; Ras-related protein Rab-2A (Canis lupus familiaris), P61105; GST-Rab2 wt beads, Bodipy-GTP binding;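 active = GTP binding activity at least 20 points away from 100%, either lowered or raised; inconclusive = signal likely due to the compound's own green fluorescence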;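 note: 0% = beads with excess unlabeled GTP and 100% = no-compound control corrected for plate trend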
Bcl-XL Bim block: inhibitors of Bim-Bcl-XL binding, primary screen, biochemical, multiplexed, bead flow cytometry, human Bcl-XL. Bcl-2-like protein 1 (Homo sapiens), Q07817. Bim peptide-Bcl-XL binding, fluorescence. inhibition, % at 10 µM. 190,000 compounds, 0.04% hits
Target sequence (Q07817 whole entry, looked up): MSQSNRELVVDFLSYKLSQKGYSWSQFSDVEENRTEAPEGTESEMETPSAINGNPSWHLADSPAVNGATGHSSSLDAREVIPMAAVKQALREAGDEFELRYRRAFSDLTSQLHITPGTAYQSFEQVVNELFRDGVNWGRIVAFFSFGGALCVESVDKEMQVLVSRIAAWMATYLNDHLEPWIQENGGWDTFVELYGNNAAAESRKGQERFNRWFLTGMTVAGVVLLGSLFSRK
Bim-Bcl-2: inhibitors of Bim-Bcl-2 binding, primary screen, biochemical, multiplexed, human Bcl-2 family; AID 950, 2007; Bead-based flow cytometry, Bim peptide-Bcl-2 binding; 190,000 compounds, 0.06% hits; inhibition, % at 10 µM; in the data active = inhibition above about 40%; inconclusive = no clear call, values can overlap the other calls;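 note: 0% = no compound wells with probe peptide and 100% = reference peptide inhibitor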
Rab7 wt GTP bind: modulators of GTP binding to Rab7, primary screen, biochemical, wildtype, multiplex bead flow cytometry. Rab7 GTPase wild type (dog), Bodipy-FL-GTP binding. GST-Rab7 beads, fluorescent GTP binding; actives lie on both sides; untreated = 100%, excess cold GTP = 0%. GTP binding activity (percent of control), % at 10 µM. 190,000 compounds, 0.055% hits. AID 758, 2007;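 active = fluorescent GTP binding to Rab7 beads changed by at least 20 points from the 100% baseline, either direction, mostly lower; inconclusive = compound itself probably fluorescent, or too few beads counted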;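 note: median green fluorescence of bound Bodipy-FL-GTP per Rab7 bead population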
HRas wt GTP bind: modulators of GTP binding to HRas wildtype, primary screen, biochemical, bead-based flow cytometry, multiplex; GTPase HRas (Homo sapiens), P01112; 190,000 compounds, 0.14% hits; GST-Ras wt beads, Bodipy-FL-GTP binding; actives lie on both sides; GTP binding activity, % at 10 µM;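 active = GTP binding activity at least 20% away from the 100% baseline, either lowered as inhibitor or raised as activator; inconclusive = flagged as likely green fluorescent, judged across all proteins in the well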;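 note: 0% = unlabeled GTP competition control and 100% = no-compound control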
Target sequence (P01112 whole entry, looked up): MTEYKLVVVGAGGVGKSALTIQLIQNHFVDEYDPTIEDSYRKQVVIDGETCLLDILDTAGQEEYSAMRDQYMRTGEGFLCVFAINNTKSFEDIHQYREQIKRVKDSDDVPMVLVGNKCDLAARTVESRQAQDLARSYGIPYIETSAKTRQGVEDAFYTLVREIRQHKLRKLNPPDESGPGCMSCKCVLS
Cdc42 wt: modulators of GTP binding to wildtype Cdc42, primary screen, biochemical, multiplex bead flow cytometry, Bodipy-GTP; GST-Cdc42 beads; actives lie on both sides; percent activity (GTP binding), % at 10 µM; 190,000 compounds, 0.2% hits; AID 761, 2007;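 active = percent activity GTP binding at least 20 points away from the 100% baseline, either down as inhibitor or up as activator; inconclusive = compound flagged as likely green fluorescent from well-wide comparison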;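 note: median bead fluorescence of bound Bodipy-FL-GTP at 100 nM; 0% = excess unlabeled GTP control and 100% = no compound control; below 100% means less GTP binding so inhibitor and above means activator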
Target sequence (P60953 whole entry, looked up): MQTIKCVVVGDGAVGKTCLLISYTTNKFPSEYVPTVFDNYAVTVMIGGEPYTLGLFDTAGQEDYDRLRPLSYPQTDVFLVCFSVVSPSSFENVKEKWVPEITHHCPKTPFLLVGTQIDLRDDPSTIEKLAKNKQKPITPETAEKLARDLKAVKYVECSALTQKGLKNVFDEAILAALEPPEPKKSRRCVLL
Rac1 act GTP bind: GTP binding modulators of activated mutant Rac1, primary screen, biochemical, bead-based flow cytometry, multiplex, fluorescent GTP; Ras-related C3 botulinum toxin substrate 1 (Homo sapiens), P63000; AID 764, 2007; 190,000 compounds, 0.11% hits; GST-Rac1 activated beads; actives lie on both sides; 100% means binding = to untreated wells; percent activity (GTP binding), % at 10 µM;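 active = GTP binding at least 20 percentage points away from the 100% baseline, in either direction, so actives lie on both sides; inconclusive = Compound likely fluorescent itself, or too few beads counted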
Bim-Bfl-1: inhibitors of Bim binding to Bfl-1, primary screen, biochemical, multiplexed, bead-based flow cytometry | Bim-Bfl-1 binding inhibition | AID 1008, 2008 | inhibition, % at 10 µM | 190,000 compounds, 0.12% hits | Bcl-2-related protein A1 (Homo sapiens), Q16548;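 note: 0% = wells without compound plus tracer and 100% = blocker peptide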
Rac1 wt modul: wildtype Rac1 GTP binding modulators, primary screen, biochemical, GST-Rac1 beads, flow cytometry, multiplex; Ras-related C3 botulinum toxin substrate 1 (Homo sapiens), P63000; GTP binding activity (% of control), % at 10 µM; 190,000 compounds, 0.27% hits; fluorescent GTP binding; actives lie on both sides; 0 = cold GTP competed, 100 = untreated;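 active = GTP binding activity at least 20 points away from the 100% control level, either lower or higher; inconclusive = compound flagged as likely green fluorescent, judged across all proteins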
* = called active by the depositor; u = inconclusive. Cut-off read from the data, not from the text of the source, unless noted: active = inhibition above about 40%.

item	SMILES	Bcl-B Bim block	Bim-Bcl-W	Rab2 wt GTP	Bcl-XL Bim block	Bim-Bcl-2	Rab7 wt GTP bind	HRas wt GTP bind	Cdc42 wt	Rac1 act GTP bind	Bim-Bfl-1	Rac1 wt modul
1	CC1CCN(C(=O)CN2C(=O)C(C)(C)Oc3ccc(C(=O)NC4CCCC4)cc32)CC1	0	0	92	-1	-5	96	92	96	92	-2	91
2	CN1CCN(S(=O)(=O)c2ccc(N(C)CC(=O)Nc3ccc(F)cc3)nc2)CC1	-1	0	101	0	-2	99	102	105	102	-3	104
3	O=C(NCc1ccco1)C(c1ccccc1)N(Cc1cccnc1)C(=O)Cn1nnc2ccccc21 (stereo not given)	-8	-1	97	-2	-11	98	99	99	95	-14	96
4	COc1cc(OC)c(OC)cc1C=NCC1(c2ccccc2)CCCC1	-3	-4	99	0	0	99	101	104	96	-1	102
5	COc1ccc(C(=O)NNC(=O)c2ccc(S(=O)(=O)N3CCOCC3)cc2)cc1	0	0	101	-1	0	99	99	99	98	-1	100
6	CCOc1ccc(/C=C2\SC(N3CCc4ccccc4C3)=NC2=O)cc1	-3	-6	u	-9	5	u	u	u	u	-3	u
7	NC(=O)CC[C@@H]1NC(=O)[C@H](CO)NC(=O)c2cc([N+](=O)[O-])cc(I)c2NCC[C@@H](C(N)=O)NC1=O	0	0	98	1	1	97	100	97	91	6	101
8	O=C(COc1ccccc1F)NCc1nc2ccccc2[nH]1	-11	-5	99	-1	-6	108	97	96	93	-7	96
9	CCCCn1nc(C(=O)NC2=NCCS2)c2ccccc2c1=O	1	-3	96	-1	-1	93	97	99	95	-1	98
10	Cc1cccc(NC(=S)NCCC(C)C)c1	-15	-4	100	-7	2	102	101	103	101	5	104
11	O=S(=O)(c1ccc(Cl)cc1)n1c(Cc2ccccc2)nc2ccccc21	-2	-2	96	-5	2	101	97	101	99	0	102
12	COC(=O)/C(=C\C(=O)c1ccccc1)Nc1cccc(C(F)(F)F)c1	-3	-3	97	-1	-4	99	98	98	97	-4	98
13	N#Cc1cn(-c2ccccc2)nc1-c1ccc2c(c1)OCCO2	0	-2	101	-6	-4	101	104	105	100	-3	107
14	CNc1c([N+](=O)[O-])cnn1-c1ccc(Cl)cc1Cl	-2	-4	94	-2	-1	101	99	96	98	0	96
15	Cc1ccc(NC(=O)C(C)N2C(=O)c3ccccc3C2=O)nc1 (stereo not given)	-3	1	95	-3	-1	92	97	97	95	-2	94

Brought forward from above: 2 entries; new compounds follow.
item	SMILES	Bcl-B Bim block	Bim-Bcl-W	Rab2 wt GTP	Bcl-XL Bim block	Bim-Bcl-2	Rab7 wt GTP bind	HRas wt GTP bind	Cdc42 wt	Rac1 act GTP bind	Bim-Bfl-1	Rac1 wt modul
14	CNc1c([N+](=O)[O-])cnn1-c1ccc(Cl)cc1Cl	-2	-4	94	-2	-1	101	99	96	98	0	96
15	Cc1ccc(NC(=O)C(C)N2C(=O)c3ccccc3C2=O)nc1 (stereo not given)	-3	1	95	-3	-1	92	97	97	95	-2	94
16	CCC1C(=O)N(C)CCc2ccccc21 (stereo not given)	-3	0	99	-2	2	100	101	98	97	-1	102
17	CCCc1nc2oc(C(=O)OCC)c(N)c2c2c1COC(C)(C)C2	2	1	98	1	-1	97	100	101	97	-2	100
18	Cc1ccc(S(=O)(=O)N2CCC(C(=O)N3Cc4ccccc4C3)CC2)cc1	-8	-1	100	-3	-8	99	103	104	100	-12	112
19	CCc1ccc(C(=O)COC(=O)c2n[nH]c3ccccc23)cc1	0	-2	98	-3	-1	104	97	97	95	-4	98
20	CSc1ccccc1NC(=O)Nc1ccc(F)c(Cl)c1	-3	0	94	-1	0	91	96	97	93	-1	95
21	COC(=O)c1cccc(NC(=O)CCCOc2cccc(C)c2)c1	-1	0	97	0	1	98	100	96	95	0	94
22	COc1cccc2c1OCC(CN1CCN(Cc3ccccc3)C(CCO)C1)=C2 (stereo not given)	1	17	96	4	0	92	93	96	94	4	92
23	C=CCn1c(SCC(=O)Nc2cccc(C(=O)OC)c2)nnc1C(C)NC(=O)c1cccs1 (stereo not given)	0	0	93	0	0	97	92	90	94	0	86
24	Cc1ccc(C(=O)Nc2cc([N+](=O)[O-])ccc2C)cc1	-5	-3	105	0	-6	107	101	103	95	-5	104
25	CC(C(=O)NCc1cccnc1)N1C(=O)c2ccccc2C1=O (stereo not given)	-7	-5	99	-10	-5	102	98	99	97	-8	101
26	COC(=O)C1=C(C)NC2=C(C(=O)CC(C)(C)C2)C1c1cccc(C)n1 (stereo not given)	-14	-5	104	-7	-14	99	103	104	101	-22	112
27	CCn1cc(CNC(=O)c2cc(Cl)ccc2OC)c(C)n1	-6	2	99	-6	-7	100	101	103	98	-9	104
28	Cc1ccc(CCNc2ccc3ccccc3c2)cn1	-5	0	98	-5	-3	96	97	97	96	0	99
29	COc1ccc(-c2ccc(-c3nnc(-c4cc(OC)ccc4OC)o3)cc2)cc1	-3	-2	96	-1	-1	96	96	97	93	1	96
30	CC(C)N(C(=O)CSc1nnc(NC(=O)C2CCC2)s1)C(C)C	-6	3	103	-1	-9	99	103	106	98	-13	108
31	CCc1ccc(NC(=O)Cc2c(C(=O)O)n(C)c3ccccc23)cc1	2	-6	92	-3	4	104	96	94	92	-1	94
32	N/C(=N\OC(=O)CCCOc1ccccc1)c1cccc(Br)c1	0	0	96	-5	-4	93	95	94	90	6	98
33	CCOc1ccc(N2CC(C(=O)Nc3ncccc3C)CC2=O)cc1 (stereo not given)	-7	0	101	-2	-3	98	100	100	100	-12	101
34	O=S(=O)(c1cccc(-c2nc3ccccc3s2)c1)N1CCOCC1	-10	-1	97	-9	-11	99	97	98	97	-16	101
35	O=C(NC(=S)NCCc1ccccc1)c1ccccc1	0	0	99	0	-5	101	99	99	99	-6	100
36	Cc1cccc(S(=O)(=O)CC(=O)Nc2nc(-c3ccccc3)cs2)c1	-12	-9	96	-10	-3	94	96	95	95	0	96
37	O=C(NCCCn1ccnc1)c1cc(S(=O)(=O)N2CCOCC2)c(Cl)cc1Cl	-5	7	103	-4	-3	108	103	103	103	-12	110
38	N#Cc1ccccc1NC(=O)c1ccc2c(Cl)c3c(nc2c1)CCCC3	-9	-1	93	-4	-8	96	95	97	96	-5	97
39	CCC(=O)N1CCc2cc(Br)cc(S(=O)(=O)NCC3CCCN3CC)c21 (stereo not given)	-2	0	101	-2	-2	100	100	100	98	-1	99
40	O=C(N/N=C/c1ccccc1)c1n[nH]c2c1CCCC2	-4	-1	96	-4	-6	94	98	97	98	-9	99
41	Cc1c(NC(=O)COC(=O)c2cc3c4ccccc4n(C)c3s2)c(=O)n(-c2ccccc2)n1C	-3	2	101	-2	7	98	101	102	97	8	101
42	C[C@@H]1C(=O)O[C@@H]2[C@H](O)C34[C@H]5C[C@@H](C(C)(C)C)C36[C@H](OC(=O)[C@@H]6O)OC4(C(=O)O5)[C@@]12O (stereo not given in full)	-2	0	98	-3	-2	100	101	104	97	0	105
43	Cc1cc(-n2c(C)cc(C(=O)CN3C(=O)NC4(CCCC4)C3=O)c2C)no1	-9	-4	98	-5	-12	102	100	99	97	-17	101
44	Cc1cccc(CS(=O)(=O)Cc2ccc(C(=O)NCCCN3CCCC3)o2)c1	-8	2	103	3	-6	101	102	104	99	-8	105
45	O=C(/C(=C(\[O-])c1ccccc1)[n+]1ccc2ccccc2c1)c1ccc(Cl)cc1	1	2	101	-1	2	106	102	101	101	-2	100
46	O=C(Nc1ccccc1-c1nc2ccccc2s1)C1=COCCO1	-4	-1	97	-6	4	99	97	97	97	4	97
47	CC(C)(C)c1ccc(/C=C/C(=O)NC2CCS(=O)(=O)C2)cc1 (stereo not given)	-7	-1	100	-3	-7	109	100	98	95	-7	101
48	CC(C)c1ccccc1NC(=O)COC(=O)c1c2c(nc3ccccc13)CCN(Cc1ccccc1)C2	-3	1	94	-3	0	98	97	98	100	1	105
49	Nc1cccc(Cl)c1N1CCOCC1	1	-1	100	0	-4	101	100	100	99	0	102
50	COc1cc(/C=N/NC(=O)c2c(-c3ccccc3)noc2C)ccc1O	-11	0	103	-10	-8	103	101	103	102	-14	106
51	O=C(CSc1cccc[n+]1[O-])N1CCCCCC1	-1	-4	99	-1	-3	97	98	99	96	-5	96
